NS5 inhibitors – flavivirus cap methylation enzyme inhibition – biochemical, confirmation dose response, primary screen (AID 588689) | Dengue-2 NS5 methyltransferase capping enzyme assay, biochemical; higher % means a stronger effect | one-dose inhibition, % at 25 µM; IC50 in µM for titrated hits | hit rate 0.3% among 340,000; in the data active means a potency from the dose series; inconclusive means inhibition above about 29% without an active follow-up result
XIAP antagonists – XIAP antagonists, biochemical, IAP family, fluorescence polarization (AID 1018) | XIAP BIR domain, fluorescence polarization peptide displacement; higher % means a stronger effect | displacement, % at 20 µM; hits with a dose series show IC50 in µM | hit rate 0.007% among 200,000; in the data active means displacement above about 50%; further: a part of the inactive calls stands beside numbers as strong as those of hits
HEK293 NOD2/NF-kB – inhibition of NOD2-driven NF-kB reporter – cell-based, luminescence, uHTS, HEK293 (AID 1566). HEK293 NOD2/NF-kB luciferase reporter, luminescence; higher % means a stronger effect. inhibition, % at 4 µM, or EC50 in µM where a hit was titrated. hit rate 0.63% among 290,000; further: many of its hits are not listed in these tables
Hep lipid drop – modulators of hepatic lipid droplet formation. AID 1656. AML12 mouse hepatocytes, oleate lipid droplets, BODIPY imaging. inhibition, % at 6.5 µM. hit rate 0.4% among 240,000;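 active means lipid droplet intensity inhibited by at least 50%, with more than 500 cells counted; inconclusive means wells with under 300 cells, treated as cytotoxic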
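Assay system: AML12 hepatocytes (mouse) / Also added: 100 µM oleic acid challenge / Times: overnight treatment with compound plus oleate / Detection: high-content imaging of BODIPY-stained droplets and DAPI nuclei / Evaluation: % inhibition of lipid droplet signal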
Siah-1 displacement – blockers of Siah-1 interaction with plectin peptide – biochemical, fluorescence polarization, rhodamine-plectin, uHTS, primary screen (AID 1817); Siah-1 / rhodamine-plectin peptide fluorescence polarization; higher % means a stronger effect; displacement, % at 20 µM; hits with a dose series show IC50 in µM; hit rate 0.02% among 290,000;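 active means displacement of at least 50% at 20 µM, with a fluorescence ratio check between 0.3 and a set limit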;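 further: plate controls were Siah plus tracer with DMSO for no effect and tracer alone without Siah for full effect; strong numbers were not always called active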
AID2073 – disruptors of CaV2.2 binding to Mint1 – biochemical, HTRF (AID 2073) | HTRF protein-protein interaction, Mint1-CaV2.2; higher % means a stronger effect | one-dose inhibition, % at 20 µM; IC50 in µM for titrated hits | hit rate 0.19% among 290,000; in the data active means inhibition mostly above about 51%, no sharp cut-off; inconclusive means no clear call, values can overlap the other calls; inactive means mostly below about 53%; further: some results filed as inactive read as strong as hits
Myeloid diff MLP – myeloid differentiation induction | ER-HoxA9 myeloid progenitors, lysozyme-GFP differentiation, flow cytometry | hit rate 1% among 360,000 | calls only at 10 µM;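 active means normalized GFP-positive differentiation at or above the plate's own cutoff, the solvent-only control mean plus 3 SD; inconclusive means no clear call, values can overlap the other calls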;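 further: cells exposed to compound for four days before flow analysis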
LYP inhibition – PTPN22 lymphoid phosphatase activity blockers – biochemical, fluorescence intensity, uHTS (AID 1779); recombinant LYP phosphatase, fluorescence intensity; higher % means a stronger effect; inhibition, % at 11.5 µM, or IC50 in µM where a hit was titrated; hit rate 0.054% among 290,000;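 further: plate controls were vehicle with enzyme for no effect and no enzyme for full effect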
HIV peptide binding – inhibitors of HIV fusion peptide binding, primary screen, biochemical, uHTS, fluorescence dequenching (AID 1986) | one-dose inhibition, % at 20 µM; IC50 in µM for titrated hits | cell-free peptide binding, fluorescence dequenching, 30 min; higher % means a stronger effect | hit rate 0.3% among 290,000; in the data active means inhibition mostly above about 52%, no sharp cut-off; inactive means mostly below about 76%; further: some results filed as inactive read as strong as hits
Hep lipid drop cells 6.5 µM – second read-out of Hep lipid drop, no call of its own (marks repeat the call); cell count; measured here: cell count, cytotoxicity flag;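 cells counted across two imaged fields per well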
Myeloid diff MLP GFP+ MAC1+ % – further read-out of Myeloid diff MLP, marked with its call; GFP+ MAC1+ double positive, %; measured here: differentiation confirmed by MAC1 staining
Active calls of the source: *; i = inactive; u = inconclusive; x = not tested or not shown; + = active, no number. Unless noted, no stated cut-off is given here; in the data, active means inhibition above about 50%; inactive means the rest. An excerpt; count on the stated rates, not on these rows.

structure	AID2073	NS5 inhibitors	Hep lipid drop	Myeloid diff MLP GFP+ MAC1+ %	Hep lipid drop cells 6.5 µM	Myeloid diff MLP	HEK293 NOD2/NF-kB	HIV peptide binding	LYP inhibition	XIAP antagonists	Siah-1 displacement
Cc1c(CCOC(=O)c2cccc([N+](=O)[O-])c2)sc[n+]1CC(=O)c1ccccc1	-12.5%	-4.0%	11.1	0.3	745	i	5.4%	0.3%	-4.5%	-3.5%	-0.1%
CCN(CC)C(=O)CC(c1cc(OC)c(OC)c(OC)c1)c1c(OC)cc(OC)c2ccc(=O)oc12 (configuration not stated)	16.3%	-2.0%	16.1	1.7	719	i	12.4%	10.2%	0.5%	x	-2.0%
CN(C)c1ccc(N/C(N)=N/c2nc(C(F)(F)F)cc(C(F)(F)F)n2)cc1	-5.7%	-4.0%	-20.9	0.7	725	i	17.4%	-3.0%	-7.2%	-6.0%	-4.3%
Cc1cc(C=C2C(=O)CCCC2=O)c(C)n1-c1ccccc1	u	6.5%	3.0	0.2	638	i	1.8%	34.3%	6.1%	-1.9%	0.0%
O=C(Nc1nnc(SCC(=O)N2CCCC2)s1)C1CC(=O)N(c2ccccc2)C1 (configuration not stated)	-1.3%	-0.7%	-0.7	1.2	687	i	0.2%	0.8%	-8.6%	x	9.3%
CC(C)(C)c1ccc(C2C(C#N)=C(N)Oc3n[nH]c(-c4cccnc4)c32)cc1 (configuration not stated)	9.6%	-2.3%	7.6	0.3	773	i	-0.2%	-1.6%	-5.3%	x	-6.0%
Cc1ccc(CNC(=O)c2cnc3ccccc3n2)cc1	1.1%	-3.3%	-1.1	0.8	741	i	0.6%	-2.1%	-0.3%	x	-3.8%
COc1cccc(OCC(O)CN2CCN(c3ccccn3)CC2)c1 (configuration not stated)	-6.3%	-12.5%	-3.0	0.7	602	i	-0.2%	3.1%	-6.7%	-9.1%	3.0%
COc1ccc(C2=NOC(C(=O)Nc3cc(C)nn3-c3ccccc3)C2)cc1OC (configuration not stated)	-6.0%	2.8%	x	1.8	x	i	18.5%	0.6%	-8.0%	-4.9%	-2.0%
O=S(=O)(Nc1nc2ccccc2nc1N1CCc2ccccc2C1)c1ccc(Cl)cc1	23.9%	-6.5%	4.7	0.7	621	i	36.4%	11.6%	6.1%	-4.3%	0.8%
CCCn1c(/N=C/c2c[nH]c3ccccc23)nc2ccccc21	24.5%	2.8%	x	1.4	x	i	10.4%	-1.8%	2.9%	-4.0%	3.9%
CC(C)CN(C(=O)COc1ccc(-c2nnco2)cc1)C1CCS(=O)(=O)C1 (configuration not stated)	-5.3%	-2.6%	-4.4	3.6	821	i	1.9%	-1.1%	-9.3%	x	-2.9%
CNC(=O)c1ccsc1NC(=O)CCS(=O)(=O)c1ccccc1	0.9%	0.7%	0.3	0.6	688	i	-0.5%	-0.5%	-3.7%	-1.4%	0.8%
CC(=O)Nc1ccc(NS(=O)(=O)c2ccc3c(c2)NC(=O)CC(=O)N3)cc1	11.8%	-7.7%	-12.2	4.5	716	i	10.0%	2.2%	-12.7%	x	-1.1%
CCN(CC)CCCNC(=O)c1c(O)c2c([nH]c1=O)CCCC2	-12.2%	2.4%	x	3.6	x	i	10.3%	2.1%	-3.2%	0.2%	1.8%

Part of the list above in order of number of heavy atoms, falling.
structure	AID2073	NS5 inhibitors	Hep lipid drop	Myeloid diff MLP GFP+ MAC1+ %	Hep lipid drop cells 6.5 µM	Myeloid diff MLP	HEK293 NOD2/NF-kB	HIV peptide binding	LYP inhibition	XIAP antagonists	Siah-1 displacement
COc1ccc(C2=NOC(C(=O)Nc3cc(C)nn3-c3ccccc3)C2)cc1OC (configuration not stated)	-6.0%	2.8%	x	1.8	x	i	18.5%	0.6%	-8.0%	-4.9%	-2.0%
Cc1c(CCOC(=O)c2cccc([N+](=O)[O-])c2)sc[n+]1CC(=O)c1ccccc1	-12.5%	-4.0%	11.1	0.3	745	i	5.4%	0.3%	-4.5%	-3.5%	-0.1%
CC(=O)Nc1ccc(NS(=O)(=O)c2ccc3c(c2)NC(=O)CC(=O)N3)cc1	11.8%	-7.7%	-12.2	4.5	716	i	10.0%	2.2%	-12.7%	x	-1.1%
CCN(CC)CCCNC(=O)c1c(O)c2c([nH]c1=O)CCCC2	-12.2%	2.4%	x	3.6	x	i	10.3%	2.1%	-3.2%	0.2%	1.8%

Going on with the list:
structure	AID2073	NS5 inhibitors	Hep lipid drop	Myeloid diff MLP GFP+ MAC1+ %	Hep lipid drop cells 6.5 µM	Myeloid diff MLP	HEK293 NOD2/NF-kB	HIV peptide binding	LYP inhibition	XIAP antagonists	Siah-1 displacement
COc1cc2c(cc1OC)C(c1cccc(F)c1)CC(=O)N2 (configuration not stated)	-2.2%	-9.5%	-3.1	0.7	801	i	0.2%	-0.8%	-8.9%	x	1.0%
O=C(O)c1ccc2c(c1)C1C=CCC1C(c1cc3c(cc1Br)OCO3)N2 (configuration not stated)	14.5%	6.2%	-5.0	0.5	767	i	-0.8%	21.9%	-0.1%	-1.8%	11.0%
COc1cc(NC(=O)c2cccs2)c(C(=O)OCC(=O)NC(=O)NC(C)(C)C)cc1OC	9.3%	-3.2%	7.4	0.5	777	i	5.9%	-1.1%	-2.8%	-4.4%	-0.4%
COc1ccc(C(=O)n2cc(C(C)=O)c3ccccc32)cc1	2.4%	-4.6%	x	0.5	x	i	5.4%	1.7%	-4.3%	x	5.9%
CCCCSc1nc(N)c(NC(=O)c2ccco2)c(=O)[nH]1	0.6%	-1.4%	-0.8	1.4	546	i	13.8%	-1.1%	-1.7%	-4.2%	4.7%
O=C(O)CCn1c(SCc2ccccc2)nc2ccccc21	-5.0%	-5.5%	7.6	1.5	743	i	-5.4%	2.9%	-2.7%	-2.6%	12.7%
COc1cc(C(=S)N2CCOCC2)cc(OC)c1OC(=O)Cc1ccc(F)cc1	19.3%	4.5%	-24.4	1.3	588	i	22.2%	-0.9%	2.4%	-3.7%	0.5%
COC(=O)CNc1c(-c2ccccn2)nc2ccc(Br)cn12	-10.5%	10.5%	-17.9	0.3	684	i	-103.4%	7.6%	-1.0%	-4.8%	-4.1%
Nc1ccc2c3c(cccc13)CC2	12.2%	u	x	19.9*	x	+	8.1%	-0.8%	-0.3%	-15.2%	8.8%
CC/C(=N\NC(=O)COc1ccc(Br)cc1)c1ccc(OC)c(OC)c1	8.9%	-8.3%	-9.9	0.4	690	i	1.2%	-1.8%	-2.9%	-15.1%	-3.9%
Cc1ccc(SCC(=O)Nc2ccc(N3CCOCC3)cc2)cc1	-4.6%	0.0%	6.6	0.5	675	i	-29.7%	-0.7%	-6.4%	-5.4%	-0.3%
COc1ccccc1N1C(=O)c2cccc3c(C(=O)O)ccc(c23)C1=O	1.6%	2.9%	-10.5	2.6	703	i	0.9%	-0.5%	-5.4%	-2.4%	0.0%
CN(c1ccccc1)c1nc(N)c(C#N)c(CC#N)c1C#N	10.7%	-10.4%	43.3	0.6	717	i	-11.9%	3.2%	-3.9%	-4.8%	4.6%
CCOc1ccccc1N1CC(C(=O)Nc2c(C)n(C)n(-c3ccccc3)c2=O)CC1=O (configuration not stated)	-3.7%	0.0%	9.2	1.0	705	i	6.9%	-4.1%	-3.1%	-11.8%	-13.6%
Cc1nc(-c2ccc3c(c2)CCC(=O)N3)cs1	-2.8%	-3.1%	29.2	0.5	821	i	-36.1%	-1.8%	-4.1%	x	12.3%
COC(=O)c1cn(NC(=O)C2COc3ccccc3O2)c(=O)c2ccccc12 (configuration not stated)	6.3%	-3.2%	x	0.5	x	i	-3.9%	-0.6%	-8.1%	-3.5%	-0.1%
COc1ccc(CC(=O)N/N=C(\C)c2cccnc2)cc1	-2.1%	0.3%	-0.8	3.6	803	i	5.5%	-0.5%	-4.1%	x	1.4%
Cc1ccc(NC(=O)C2Cc3ccccc3CN2C(=O)c2ccco2)cc1S(=O)(=O)N(C)C (configuration not stated)	1.0%	-9.0%	-6.9	1.2	774	i	12.3%	0.9%	0.0%	x	3.3%
CSC(=N/N=C(\N)c1cnccn1)SC	12.0%	-5.8%	x	0.6	x	i	-3.7%	-2.8%	-2.2%	-7.4%	0.5%
Clc1ccc(-n2cc(COCc3ccccc3)nn2)cc1	-5.7%	-9.5%	x	0.0	x	i	-116.3%	0.4%	-2.0%	-7.7%	0.7%
CCOC(=O)N1CCN(C(=O)CN2C(=O)c3ccccc3S2(=O)=O)CC1	-1.7%	-2.4%	-3.9	1.5	776	i	0.6%	-1.1%	-6.8%	x	0.6%
CCCCCOC(=O)Nc1ccc(S(=O)(=O)Nc2cccc([N+](=O)[O-])c2)cc1	-0.3%	7.1%	-26.7	1.4	640	i	-72.3%	8.8%	8.7%	-0.9%	-2.8%
CCC(Sc1nc2ncccc2[nH]1)C(=O)NCCc1ccccc1 (configuration not stated)	0.6%	-0.7%	1.4	1.2	825	i	5.3%	-0.4%	0.1%	x	0.2%
O=C(Cn1cnc2ccccc2c1=O)NCCC(=O)Nc1ccc2c(c1)OCO2	-6.8%	0.8%	14.8	0.4	691	i	-12.2%	-1.9%	5.6%	-2.3%	-1.9%
O=C(CSc1nnc(C2CC2)n1Cc1ccccc1)c1cc2ccccc2o1	6.2%	-13.9%	x	0.9	x	i	5.2%	1.2%	1.5%	-2.7%	-0.6%
Cc1ccc(C(=O)CCNc2cccc(Br)c2)o1	-7.1%	5.9%	x	1.0	x	i	6.0%	-1.7%	-1.0%	0.8%	0.9%
CC(=O)Nc1ccc(S(=O)(=O)NC2Cc3ccccc3C2)cc1	-4.8%	1.3%	-10.6	x	867	x	10.9%	0.5%	-8.4%	x	0.1%
Cc1cccc(N(CC(=O)NCCc2ccccc2)C(=O)CCC(=O)Nc2ccccn2)c1C	2.4%	7.1%	-6.9	9.0	785	i	26.5%	-0.9%	-9.2%	x	2.5%

Source: PubChem
